# Assay outcomes (PubChem BioAssay)
# CHRM1 PAM: human M1 muscarinic receptor positive allosteric modulators, primary screen, CHO-K1 cells, Fluo-8 calcium fluorescence, 1536-well. CHO-K1 hM1, ACh EC20; 0% = ACh EC20, 100% = maximal ACh. Muscarinic acetylcholine receptor M1 (Homo sapiens), P11229. AID 588819, 2011. 360,000 compounds, 0.088% hits. activation, % at 3 µM; in the data active means activation above about 19%, passing the limit was not always enough
# TAAR1 antag: human TAAR1 antagonists, primary screen, Fluo-8 calcium fluorescence, CHO RD-HGA16 cells; Trace amine-associated receptor 1 (Homo sapiens), Q96RJ0; antagonist; inhibition, % at 3 µM; 360,000 compounds, 1.5% hits;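 active means inhibition above a per-plate cutoff, the mean inhibition of test compounds on that plate plus 3 SD, cut at about 49% in these data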;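 further: 0% = DMSO plus EC80 beta-PEA response and 100% = DMSO alone without agonist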
# Target sequence (Q96RJ0 whole entry, looked up): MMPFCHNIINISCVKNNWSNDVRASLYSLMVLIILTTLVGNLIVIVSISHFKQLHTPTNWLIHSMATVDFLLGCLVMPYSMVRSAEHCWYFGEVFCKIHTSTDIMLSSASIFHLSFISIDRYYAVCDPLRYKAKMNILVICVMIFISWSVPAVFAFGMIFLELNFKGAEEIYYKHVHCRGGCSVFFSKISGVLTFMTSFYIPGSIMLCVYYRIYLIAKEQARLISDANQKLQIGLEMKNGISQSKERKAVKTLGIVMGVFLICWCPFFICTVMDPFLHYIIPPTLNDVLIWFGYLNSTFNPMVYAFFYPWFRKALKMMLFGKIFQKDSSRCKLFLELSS
#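 Test system: hTAAR1-expressing CHO RD-HGA16 cells, Gα16-coupled; Probe or stimulus: EC80 β-phenethylamine stimulus; Compound dosing: single nominal final test compound concentration of 3 µM; Timing: 140 s kinetic read after compound, 140 s after agonist; Signal: Fluo-8 calcium-sensitive fluorescence; Measure: % inhibition of agonist calcium response; Controls: DMSO and EC80 PEA controls.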
# OXTR potentiate: human OXTR potentiators, primary screen, fluorescence, CHO-OTR cells, Fluo-8 calcium; Fluo-8 calcium fluorescence, potentiator mode; 0% = oxytocin EC15, 100% = EC100; Oxytocin receptor (Homo sapiens), P30559; AID 2445, 2010; 320,000 compounds, 0.061% hits; activation, % at 3 µM;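 active means activation above that plate's cutoff, the mean activation of tested compounds plus 3 SD, cut at about 6.6% in these data, passing the limit was not always enough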;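 further: 100% uses oxytocin at 75 nM as the full agonist control; some results filed as inactive read as strong as hits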
#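 Measured by – Fluo-8 calcium dye fluorescence · Test system – human OTR in CHO cells · Dosing – one concentration, 3.0 µM compound · Controls – EC15 oxytocin alone as 0%, 75 nM oxytocin as 100% · Evaluation – normalized max/min fluorescence ratio, % activation · Timing – 6 min pre-incubation, 100 s read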
# CHRM1 agonist: human M1 muscarinic receptor agonists, primary screen, Fluo-8 calcium fluorescence, CHO-K1 cells, HTS; 360,000 compounds, 0.33% hits; activation, % at 3 µM; CHO-K1 hM1, agonist mode; 0% DMSO, 100% acetylcholine EC100; AID 588814, 2011; Muscarinic acetylcholine receptor M1 (Homo sapiens), P11229;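 active means activation above the run's mean compound activation plus 3 SD, cut at about 16% in these data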;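 further: peak over basal fluorescence ratio within a 140 s kinetic read after compound addition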
# V1R ag counter: agonists of human V1a receptor, primary screen, counter-screen for OXTR agonist project, fluorescence, CHO-V1R cells; Vasopressin V1a receptor (Homo sapiens), P37288; Fluo-8 calcium fluorescence, agonist mode; 0% DMSO, 100% 3 nM vasopressin; activation, % at 3 µM; 320,000 compounds, 0.25% hits;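 active means activation above the mean activation of all tested compounds plus 3 SD, per screening run, cut at about 20% in these data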;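 further: signal is peak over basal fluorescence ratio across a 100 second FLIPR read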
# Target sequence (P37288 whole entry, looked up): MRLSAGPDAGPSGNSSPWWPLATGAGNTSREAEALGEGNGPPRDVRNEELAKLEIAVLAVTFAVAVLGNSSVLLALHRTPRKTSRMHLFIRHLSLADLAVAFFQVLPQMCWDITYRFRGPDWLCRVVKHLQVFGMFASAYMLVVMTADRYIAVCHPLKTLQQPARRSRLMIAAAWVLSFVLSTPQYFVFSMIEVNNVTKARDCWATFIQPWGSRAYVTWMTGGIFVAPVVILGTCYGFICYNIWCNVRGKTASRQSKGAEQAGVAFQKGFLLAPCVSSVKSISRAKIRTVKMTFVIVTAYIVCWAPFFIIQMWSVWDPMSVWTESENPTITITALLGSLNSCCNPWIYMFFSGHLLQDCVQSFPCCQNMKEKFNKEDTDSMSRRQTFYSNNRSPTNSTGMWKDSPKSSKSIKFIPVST
# OXTR ag: human OXTR agonists, primary screen, fluorescence, CHO-OTR cells, Fluo-8 calcium. Fluo-8 calcium fluorescence; normalized: DMSO 0%, oxytocin 100%. 320,000 compounds, 0.32% hits. activation, % at 3 µM. AID 2435, 2010;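 active means activation above the mean of all tested compounds plus 3 SD, cutoff set per screening run, cut at about 20% in these data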;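 further: peak over basal fluorescence ratio from a 100 s FLIPR kinetic read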
# CHRM1 antagonist: human M1 muscarinic receptor antagonists, primary screen, CHO-K1 cells, Fluo-8 calcium fluorescence, 1536-well; inhibition, % at 3 µM; CHO-K1 hM1, ACh EC80 antagonist; 360,000 compounds, 1.3% hits; Muscarinic acetylcholine receptor M1 (Homo sapiens), P11229;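 active means percent inhibition above its own plate's cutoff, namely the mean of that plate's compound wells plus 3 SD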;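 further: peak over basal fluorescence ratio during 140 s after agonist addition; 0% = ACh EC80 plus DMSO and 100% = DMSO alone without agonist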
# CHO parental Ca: ATP-evoked calcium signal inhibitors, parental CHO, primary screen, counter-screen for OX1R antagonist project, cell-based, fluorescence, Fluo-8 calcium dye; parental CHO-K1, ATP-induced calcium, Fluo-8 fluorescence; 330,000 compounds, 0.63% hits; inhibition, % at 5.6 µM;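 active means inhibition above that plate's mean sample inhibition plus 3 SD, cut at about 26% in these data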;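 further: 0% = ATP-challenged DMSO wells and 100% = DMSO wells without ATP; some compounds past the cut are filed as inactive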
#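 test system = CHO parental line | reagent = ATP stimulus | measured by = intracellular calcium via Fluo-8 no-wash fluorescent dye | control set = ATP and no-ATP DMSO wells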
# TAAR1 ag: human TAAR1 agonists, primary screen, Fluo-8 calcium fluorescence, CHO RD-HGA16 cells. vehicle wells 0%, saturating PEA agonist 100%. Trace amine-associated receptor 1 (Homo sapiens), Q96RJ0. activation, % at 3 µM. 360,000 compounds, 0.99% hits;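 active means activation above the mean activation of all test compounds in the run plus 3 SD, cut at about 38% in these data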
#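 System: CHO-derived RD-HGA16 cells with stable Gα16 and human TAAR1 / Times: 17-24 h plating, Fluo-8 75 min 37 °C, 30 min RT / Technique: calcium-sensitive Fluo-8 signal, excitation 470-495, emission 515-575 nm / Measure: % activation relative to PEA EC100 response / Benchmarks: DMSO and PEA EC100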
# * hit, by the source's call; . = not tested or not shown.
1. Nc1nnc(CCS(=O)(=O)c2ccc(Br)cc2)s1
2. Cc1cccc(-c2noc(CNC(=O)c3ccoc3C)n2)c1
3. NS(=O)(=O)c1ccc(CCNC(=O)CSc2nc3ccsc3c(=O)n2Cc2ccccn2)cc1
4. Cc1ccc(-c2nnc(-c3ccccc3S(=O)(=O)Cc3ccc(Cl)cc3)o2)cc1
5. OCCN(Cc1ccccc1)Cc1nc(CC2CC2)no1
6. COc1ccc(CCNC(=O)c2ccc(Cl)c(S(=O)(=O)N3CCCC3)c2)cc1
7. COc1cc(OC)c2c(-c3ccccc3)cc(=O)oc2c1C(CCN1CCCCC1)c1ccc2c(c1)OCO2 (stereo not drawn)
8. O=C(Cc1ccccc1[N+](=O)[O-])N1CCN(c2ccc(F)cc2)CC1

screen / no.	1	2	3	4	5	6	7	8
CHRM1 PAM	7.3	5.2	7.0	1.4	10.0	-8.5	-1.5	7.2
TAAR1 antag	13.9	-19.0	-2.3	-4.7	7.2	24.5	13.5	13.8
OXTR potentiate	4.3	-4.1	.	-6.6	-11.7	-10.7	-1.9	-6.2
CHRM1 agonist	-3.6	-2.4	-5.2	-2.7	-1.1	-0.1	-6.2	-2.0
V1R ag counter	-0.1	0.8	.	-0.6	-0.3	8.7	1.0	2.6
OXTR ag	1.3	-0.3	.	-1.6	-0.4	10.5	4.0	0.3
CHRM1 antagonist	-1.3	-4.7	-15.1	-3.1	-12.0	5.5	6.8	-5.4
CHO parental Ca	-4.6	-4.2	.	-27.9	7.2	-9.8	-10.8	-12.1
TAAR1 ag	0.3	0.8	0.6	1.0	1.0	6.2	43.3*	1.4

9. C/C(=N\OC(=O)Nc1ccc(Cl)cc1)c1ncc(C(F)(F)F)cc1N1CCOCC1
10. COC(=O)c1ccc(NC(=O)C2CCCN(S(=O)(=O)c3cnc[nH]3)C2)cc1 (stereo not drawn)
11. CCCc1cc(=O)oc2cc(OCC(=O)N3CCC(C(N)=O)CC3)ccc12
12. CC(C)(C)S(=O)N1Cc2cc(C(=O)NCC(F)(F)F)nc(-c3cccc(-c4cccc(F)c4)c3)c2[C@H]1CCO (stereo partly drawn)
13. O=C(Nc1ccc([N+](=O)[O-])cc1)c1ccccc1F
14. COc1cc(C(=O)O/N=C(\N)c2ccc([N+](=O)[O-])cc2)cc(OC)c1OC
15. O=c1nc2ccc(Cl)cn2c2ccc(S(=O)(=O)N3CCCCC3)cc12
16. FC(F)(F)c1cc(Cl)c2nnc(-c3cccnc3)n2c1

screen / no.	9	10	11	12	13	14	15	16
CHRM1 PAM	-6.0	1.7	8.3	-11.1	3.1	6.2	20.8	5.0
TAAR1 antag	1.7	-2.1	-21.6	62.0*	-2.0	-2.0	-15.8	12.9
OXTR potentiate	-11.7	1.1	-2.9	.	-7.2	-0.4	-1.6	-5.3
CHRM1 agonist	0.0	-2.6	-2.6	-1.2	-6.7	-6.2	-4.3	-7.4
V1R ag counter	2.9	0.7	1.0	.	1.7	-0.1	-0.1	0.7
OXTR ag	2.2	0.9	-0.7	.	0.0	0.4	0.3	0.1
CHRM1 antagonist	9.2	-3.0	-15.9	27.5	-1.8	-7.5	-18.6	-13.2
CHO parental Ca	-17.8	3.6	-8.6	.	-11.7	-10.7	-14.8	-1.1
TAAR1 ag	19.1	1.0	1.9	10.1	1.1	1.1	2.7	5.8

17. C=CCOc1ccc(/C=C/C(=O)OCC(=O)NCCC2=CCCCC2)cc1
18. COc1ccc(OC)c(C2C(C#N)=C(N)Oc3cc(C)n(Cc4ccccn4)c(=O)c32)c1 (stereo not drawn)
19. CCOC(=O)N1CCN(Cc2c(F)cccc2Cl)CC1
20. CCC(NC(=O)c1cc(COc2cncc(Cl)c2)on1)c1ccncc1 (stereo not drawn)
21. CCC(C)(C)C1CCC2(CC1)NC(=O)N(CC(=O)N1CCN(S(=O)(=O)c3cc(C)ccc3C)CC1)C2=O (stereo not drawn)
22. CS(=O)(=O)c1[nH]nc(-c2ccccc2Cl)c1C#N
23. O=C(NCc1cccnc1)C(=O)NCC(c1ccco1)N1CCN(c2ccc(F)cc2)CC1 (stereo not drawn)
24. COc1cccc(CNC(=O)Cn2nc([N+](=O)[O-])c(Br)c2C)c1

screen / no.	17	18	19	20	21	22	23	24
CHRM1 PAM	0.1	-2.8	-3.1	-1.0	1.5	13.4	-2.3	3.2
TAAR1 antag	-13.7	-13.9	10.2	-23.1	-7.7	-15.6	3.8	-17.4
OXTR potentiate	-7.6	6.5	-5.2	-5.2	-6.5	-4.8	-4.0	-9.4
CHRM1 agonist	-1.7	-7.1	-3.8	-1.7	-2.9	0.2	0.9	-3.1
V1R ag counter	6.8	0.8	-0.5	4.2	-0.3	1.4	5.9	1.1
OXTR ag	2.3	2.3	-0.8	4.7	0.0	-0.6	5.4	-1.8
CHRM1 antagonist	-4.7	-5.8	1.2	3.2	-0.4	-5.8	5.5	-13.1
CHO parental Ca	-5.6	-0.3	-15.1	-12.3	-9.0	-6.6	-7.5	-14.0
TAAR1 ag	-1.5	13.4	8.8	5.5	1.8	-0.2	3.9	-1.4

# A draw from above in order of molecular weight, high to low.
23. O=C(NCc1cccnc1)C(=O)NCC(c1ccco1)N1CCN(c2ccc(F)cc2)CC1 (stereo not drawn)
17. C=CCOc1ccc(/C=C/C(=O)OCC(=O)NCCC2=CCCCC2)cc1
19. CCOC(=O)N1CCN(Cc2c(F)cccc2Cl)CC1
22. CS(=O)(=O)c1[nH]nc(-c2ccccc2Cl)c1C#N

screen / no.	23	17	19	22
CHRM1 PAM	-2.3	0.1	-3.1	13.4
TAAR1 antag	3.8	-13.7	10.2	-15.6
OXTR potentiate	-4.0	-7.6	-5.2	-4.8
CHRM1 agonist	0.9	-1.7	-3.8	0.2
V1R ag counter	5.9	6.8	-0.5	1.4
OXTR ag	5.4	2.3	-0.8	-0.6
CHRM1 antagonist	5.5	-4.7	1.2	-5.8
CHO parental Ca	-7.5	-5.6	-15.1	-6.6
TAAR1 ag	3.9	-1.5	8.8	-0.2

# Next part:
25. CCOc1ccc(NC(=O)Cc2cccc3ccccc23)c([N+](=O)[O-])c1
26. O=C(Nc1cc(C(F)(F)F)ccc1N1CCOCC1)c1ccc2ccccc2n1
27. Cc1nc2ccc(Cl)cc2[nH]1
28. CC(NC(=O)C12CC3CC(CC(C3)C1)C2)C(=O)N/N=C/C1=C(N2CCOCC2)C(=C\c2ccccc2)/CC1 (stereo not drawn)
29. CC(C)NS(=O)(=O)c1ccc(CCC(=O)NCc2cccnc2)cc1
30. O=C(NC1CCCc2c1cnn2-c1ccccc1F)c1ccccc1N1CCOCC1 (stereo not drawn)
31. Cc1cc(C)n(-c2ccc(C(=O)N3CCc4ccccc43)cc2)n1
32. O=C1C(N2CCOCC2)=C(n2nnc3ccccc32)C(=O)c2ccccc21

screen / no.	25	26	27	28	29	30	31	32
CHRM1 PAM	2.3	9.7	2.2	7.2	2.8	6.0	3.0	-1.5
TAAR1 antag	-16.8	0.1	-6.4	-23.8	-14.3	-4.0	0.7	4.2
OXTR potentiate	-0.4	-6.4	.	-1.6	-9.7	-2.9	-15.7	-1.8
CHRM1 agonist	-9.7	-3.6	-1.8	-6.3	-1.5	-4.8	-3.0	-4.4
V1R ag counter	0.2	-0.3	.	0.1	-0.4	-1.2	2.1	-0.5
OXTR ag	-0.6	-1.2	.	-0.9	-0.2	-0.8	0.3	0.1
CHRM1 antagonist	-1.4	-11.2	-4.7	-1.9	-3.0	-10.8	-3.8	-12.3
CHO parental Ca	-23.7	-11.3	.	-32.9	4.1	-12.5	-7.6	-10.2
TAAR1 ag	0.6	10.2	4.0	-1.6	1.7	-1.1	1.4	5.5

33. C=CCOC(=O)C1=C(C)N=C2SCCC(=O)N2C1/C=C/c1ccccc1 (stereo not drawn)
34. CCOC(=O)c1nnn(-c2nonc2N)c1-c1ccccc1
35. O=C1N=c2ccccc2=C1c1sc(NS(=O)(=O)c2ccccc2)nc1O
36. COc1ccc(OC)c(CNC(=O)C2CCN(C(=O)N(C)C)CC2)c1
37. CN1CCN(NC(=O)Nc2cccc(Cl)c2Cl)CC1
38. COc1ccc(C)cc1S(=O)(=O)N1CCCCC1
39. CCN1C(=O)/C(=C\N2CCCCCC2)SC1=S
40. Cc1onc(-c2ccccc2)c1C(=O)NNC(=S)NC(=O)c1ccc2c(c1)OCO2
41. c1ccc2c(c1)[nH]c1ccncc12

screen / no.	33	34	35	36	37	38	39	40	41
CHRM1 PAM	0.8	4.0	6.9	0.2	3.2	8.0	-23.1	-14.2	1.4
TAAR1 antag	-28.7	6.9	-5.0	-7.2	13.3	3.7	-23.6	46.1	6.3
OXTR potentiate	-11.3	-1.6	-1.5	-3.0	-19.8	-13.1	-6.1	-18.9	-10.7
CHRM1 agonist	-11.2	-6.2	-2.6	-1.3	-7.8	-3.2	-4.4	52.0*	18.2*
V1R ag counter	-1.4	-0.5	0.0	0.6	1.6	-0.7	4.5	53.0*	1.4
OXTR ag	-2.5	0.0	-1.6	-0.4	3.8	-2.0	3.5	27.2*	-0.4
CHRM1 antagonist	-4.1	-6.8	-5.6	-1.8	-0.3	-28.6	98.8*	19.1	-3.0
CHO parental Ca	-5.6	-20.7	1.6	1.4	-16.1	-8.4	-22.1	15.3	-6.9
TAAR1 ag	-2.8	4.8	7.5	-1.5	3.4	1.1	13.7	89.3*	4.3

# One compound at a time, as listed above. Order of values: CHRM1 PAM | TAAR1 antag | OXTR potentiate | CHRM1 agonist | V1R ag counter | OXTR ag | CHRM1 antagonist | CHO parental Ca | TAAR1 ag
# CCOC(=O)c1nnn(-c2nonc2N)c1-c1ccccc1 across the screens: 4.0 | 6.9 | -1.6 | -6.2 | -0.5 | 0.0 | -6.8 | -20.7 | 4.8
# O=C1N=c2ccccc2=C1c1sc(NS(=O)(=O)c2ccccc2)nc1O across the screens: 6.9 | -5.0 | -1.5 | -2.6 | 0.0 | -1.6 | -5.6 | 1.6 | 7.5
